High-throughput results: PubChem BioAssay, several laboratories
TRAIL sens C8 – caspase-8 TRAIL sensitization; AID 624354; inhibition (viability loss, TRAIL sensitization), % at 10 µM; NB7+C8 cells + TRAIL, ATPlite viability luminescence; hit rate 1% among 360,000;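 active = compounds causing at least 50% loss of cell viability in the single-dose screen, relative to plate controls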
LMP1 NFkB inh – inhibitors of Epstein-Barr LMP1-induced NF-kappaB reporter; LMP1-induced NF-kappaB luciferase reporter cells, luminescence; inhibition, % at 12.5 µM; hit rate 0.69% among 350,000; AID 504558; in the data active = inhibition above about 41%;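 also: 0% = neutral control wells and 100% = reference inhibitor control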
Peg3 promoter – reduces Peg3 promoter-driven luciferase expression in HeLa; HeLa PEG-Prom luciferase reporter, luminescence, overnight; inhibition, % at 20 µM; hit rate 1.7% among 360,000; AID 588405;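 active = inhibition of at least 50% at 20 µM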
NR2E3 ag-1 – activates human photoreceptor nuclear receptor NR2E3. Q9Y5X4. GST-NR2E3/biotin-RetCOR TR-FRET, 1536-well. inhibition of corepressor binding, % at 4.78 µM. hit rate 0.12% among 320,000. AID 2300;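 active = percent inhibition above the cutoff of mean plus 3 SD of all tested compounds, set per screening campaign, cut at about 20% in these data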;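 also: 0% = DMSO wells and 100% = biotin wells as full block of FRET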
Target sequence (Q9Y5X4 whole entry, looked up): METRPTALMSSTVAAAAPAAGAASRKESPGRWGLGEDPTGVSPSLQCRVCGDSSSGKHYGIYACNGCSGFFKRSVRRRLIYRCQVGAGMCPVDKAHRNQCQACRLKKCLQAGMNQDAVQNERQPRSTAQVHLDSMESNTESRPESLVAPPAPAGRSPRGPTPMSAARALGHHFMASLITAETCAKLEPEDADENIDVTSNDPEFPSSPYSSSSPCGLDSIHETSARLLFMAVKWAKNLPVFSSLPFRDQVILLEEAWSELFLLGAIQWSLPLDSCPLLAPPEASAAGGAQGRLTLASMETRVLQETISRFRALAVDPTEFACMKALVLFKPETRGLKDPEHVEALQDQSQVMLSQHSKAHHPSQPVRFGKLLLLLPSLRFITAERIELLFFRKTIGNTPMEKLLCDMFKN
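system = GST-tagged NR2E3 plus biotinylated RetCOR corepressor | input = 1.35 nM GST-NR2E3 | also added = 7 nM biotin-RetCOR | schedule = 5 h incubation at 4 °C | measured by = TR-FRET with europium anti-GST and streptavidin-D2, 340 nm excitation | read-out = percent loss of FRET ratio relative to control wells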
CF NFkB block – blocks PAF-induced NF-kB reporter in cystic fibrosis cells | hit rate 0.86% among 360,000 | inhibition, % at 5 µM | AID 588850 | KKLEB NF-kB-GFP reporter, GFP fluorescence overnight;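 active = at least 50% inhibition at 5 µM, scaled per plate between neutral and stimulator controls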;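 also: PAF is a Pseudomonas aeruginosa culture filtrate used as stimulus; plate controls were PAF-stimulated DMSO wells for no effect and unstimulated DMSO wells for full effect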
Shn3 inh set2 – Schnurri-3 reporter inhibition in Clone20 osteoblasts. Clone20 osteoblast Shn3 3'UTR firefly luciferase, 24 h. hit rate 0.52% among 360,000. inhibition, % at 12.5 µM;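 active = mean inhibition of at least 75% with every replicate also reaching 75%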;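 also: 0% = median of neutral control wells and 100% = pilot-screen positive control compound; some compounds past the cut are filed as inactive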
HIF-2a block – inhibitors of HIF-2a; hit rate 0.72% among 360,000; AID 624352; 786-0 RCC cells HIF-2a reporter, luciferase luminescence, overnight; inhibition, % at 18.8 µM;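 active = inhibition of the luminescence signal of 40% or more relative to plate controls, in a single-dose primary screen at 18.75 µM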
NR2E3 ag-2 – activates human NR2E3 receptor; Q9Y5X4; CHO-S Gal4-NCOR/VP16-NR2E3 two-hybrid, luciferase; inhibition of corepressor binding, % at 3.98 µM; hit rate 0.35% among 360,000; AID 602229;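 active = inhibition above the mean of all tested compounds plus 3 SD, cut at about 70% in these data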;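 also: 0% = DMSO with NR2E3 transfected cells and 100% = cells lacking NR2E3 construct; higher means lower luciferase signal from less NR2E3 corepressor binding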
iPSC survival up – hiPSC single-cell survival enhancement | ATPlite luminescence; 100% = ROCK inhibitor wells, 0% = DMSO | survival enhancement, % at 20 µM | hit rate 0.044% among 360,000; in the data active = survival enhancement above about 18%;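 also: cells exposed to compounds for 16 hours before the ATP read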
MITF TRPM1 inh – MITF TRPM1 promoter inhibition in SK-MEL-5 cells | SK-MEL-5 TRPM1 promoter luciferase, 24 h | hit rate 0.83% among 330,000 | inhibition, % at 12.5 µM;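 active = mean inhibition across replicates of 60% or more, whatever share of single replicates reaches that level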; also: values of inactives mirror those of a sister screen read the other way
KKLEB tox – CF airway cell cytotoxicity counter-screen. hit rate 0.36% among 360,000. activity change (cytotoxicity), % at 5 µM. KKLEB CF airway cells viability, ATPlite luminescence, overnight; active compounds read low; cells stimulated with P. aeruginosa culture filtrate;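 active = corrected activity change at or below -50% at 5 µM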
The depositor's hits bear a star; / = not tested or not shown. A portion of the library; count on the stated rates, not on these rows.

SMILES	TRAIL sens C8	LMP1 NFkB inh	Peg3 promoter	NR2E3 ag-1	CF NFkB block	Shn3 inh set2	HIF-2a block	NR2E3 ag-2	iPSC survival up	MITF TRPM1 inh	KKLEB tox
Cc1cc(C)c2cc(C#N)c(N3CCCN(C(=O)c4cnccn4)CC3)nc2c1	-32	5	19	3	-6	3	4	-1	-0.6	7	7
Cc1cc(C(=O)N2CCCC(C(=O)c3ccc4ccccc4c3)C2)n(C)n1 (stereo unspecified)	-5	-1	17	6	17	-5	11	-2	-1.3	-2	-4
O=C(Nc1cccc(S(=O)(=O)N2CCCC2)c1)c1cc(S(=O)(=O)N2CCOCC2)ccc1F	4	-9	37	5	-4	12	15	0	0.1	5	0
O=C(NCc1ccccc1)C1(c2cccc(F)c2)CCCC1	2	2	-2	1	4	10	0	14	-1.4	-6	6
COc1ccc(C(=O)c2ccc(Cl)cc2)c(OC)c1OC	-4	-5	-2	/	33	6	-6	-25	-2.5	-8	-6
CCOC(=O)c1cc(-c2ccccc2)sc1NC(=O)C(C)Sc1nnnn1C (stereo unspecified)	-9	0	19	-4	10	8	-20	-7	-1.5	-24	-25
O=C(CN1C2CCCC1CC(NC(=O)c1ccco1)C2)Nc1ccccc1 (stereo unspecified)	-9	2	15	-2	6	12	9	-50	4.5	20	-5
c1ccc2oc(-c3[nH]ncc3CN3CCSCC3)cc2c1	-12	-7	-1	1	-12	-3	8	-16	-0.1	14	2
C[C@@H]1CCC[C@]2(O[C@@H](CCO)C[C@H](O)[C@H]2O)O1	-14	-8	4	2	3	-12	14	-10	0.9	1	13
COCCNC(=O)C1CCN(S(=O)(=O)c2ccccc2)CC1	-21	-5	-7	-2	0	3	9	-4	-3.3	0	1
O=C(CC[C@H]1O[C@@H](n2cnc3c(NC(=O)c4ccccc4)ncnc32)[C@H](O)[C@@H]1O)NCc1cccs1	-7	/	-3	/	12	12	17	7	-2.5	/	-1
O=c1cc(CSc2nnnn2-c2ccc(O)cc2)nc2sccn12	0	-6	6	1	-2	5	13	10	-1.1	7	8
COc1cccc(NC(=O)CN(C)C(=O)c2cccc(NS(=O)(=O)c3ccc(Br)cc3)c2)c1	-24	0	5	/	-21	-2	6	-17	0.2	-7	-3
Cc1c(N=C/C=C2\N(C)c3ccccc3C2(C)C)c(=O)n(-c2ccccc2)n1C	5	4	-2	4	-2	18	5	13	-1.7	3	10
O=C(C1CSC2(c3ccc(F)cc3)CCC(=O)N12)N1CCCCCC1 (stereo unspecified)	6	0	10	1	3	-20	-3	-12	-0.8	2	1
CC1CCCC(C)N1CCCNC(=O)c1nn(C)c2c1CSc1ccccc1-2 (stereo unspecified)	4	-15	-1	2	8	8	-8	-32	-0.4	-30	-8
CC(C)C(=O)Nc1nnc(CCc2ccccc2)s1	-20	-7	-39	2	-2	-21	-66	-5	-0.2	-18	-25
Cc1cc2nc3c(nc2cc1C)C(O)=C3O	2	10	4	-5	-40	-2	6	3	-0.3	4	8
Cc1ccc(C2(CCNCc3ccco3)CCOC(C(C)C)C2)cc1 (stereo unspecified)	-3	0	-1	1	6	-14	8	-29	-0.5	16	-13
COc1ccc(-c2ccc(CN3C(C(C)C)C(=O)N(Cc4cn(Cc5ccco5)nn4)CCS3(=O)=O)cc2)cc1 (stereo unspecified)	0	-3	11	/	24	27	5	18	2.0	/	6
Cc1cc(N2CCN(C)CC2)nc2ccc(NC(=O)c3cccnc3Cl)cc12	-3	5	-2	0	-13	0	-5	-8	-1.0	-2	-4
CCOC(=O)N1CCN(C(=O)c2ccc(CS(=O)(=O)c3ccc(OC)cc3)o2)CC1	0	-2	-7	5	-11	11	8	-14	2.9	0	-2
Cc1ccc(Oc2c(F)c(F)nc(N3CCCC3)c2F)cc1	-8	1	-4	-1	13	2	-11	13	1.6	-4	18
NC(=O)C1CCN(C(=O)c2cccc(CN3C(=O)c4ccccc4C3=O)c2)CC1	8	-2	-9	6	-9	-15	9	-52	1.3	-5	6
CC1CCN(S(=O)(=O)c2cccc(C(=O)Nc3ccccc3)c2)CC1	-9	0	15	0	3	18	10	-22	-0.7	9	1
CC(C)c1cc(C(C)C)n2nc(N)nc2n1	-1	8	-12	-2	20	6	9	-15	-0.3	-7	-7
COc1ccc(/C=C(\NC(=O)/C=C/c2ccco2)C(=O)NCCc2nc3ccccc3[nH]2)cc1	9	-6	-2	0	15	2	19	3	-0.1	11	-4
CN(C(=O)COC(=O)c1ccc2ccccc2n1)c1ccccc1	-2	-9	1	/	-18	2	22	2	5.9	-3	-10
CC(C)(C)C(=O)CSc1nc2ccccc2o1	1	-23	-179	-4	-12	-35	-137	-83	-1.0	-50	5
COc1cccc(C2(c3cccc(OC)c3)CC2C(=O)Nc2ccc(F)cc2)c1 (stereo unspecified)	6	-2	17	-1	2	5	19	-17	-2.4	-2	21

Grouped by structure, the compounds so far containing a Cl atom
SMILES	TRAIL sens C8	LMP1 NFkB inh	Peg3 promoter	NR2E3 ag-1	CF NFkB block	Shn3 inh set2	HIF-2a block	NR2E3 ag-2	iPSC survival up	MITF TRPM1 inh	KKLEB tox
COc1ccc(C(=O)c2ccc(Cl)cc2)c(OC)c1OC	-4	-5	-2	/	33	6	-6	-25	-2.5	-8	-6
Cc1cc(N2CCN(C)CC2)nc2ccc(NC(=O)c3cccnc3Cl)cc12	-3	5	-2	0	-13	0	-5	-8	-1.0	-2	-4

Later entries
SMILES	TRAIL sens C8	LMP1 NFkB inh	Peg3 promoter	NR2E3 ag-1	CF NFkB block	Shn3 inh set2	HIF-2a block	NR2E3 ag-2	iPSC survival up	MITF TRPM1 inh	KKLEB tox
O=C(c1cc(Cl)nc2ccccc12)N(Cc1nnc(-c2ccccc2Cl)o1)C1CC1	-10	0	18	1	2	15	36	-13	-0.5	15	4
CN1CCN(C2CC(=O)N(Cc3ccc(N4CCCC4=O)cc3)C2=O)CC1 (stereo unspecified)	-10	-2	-1	-1	15	-11	15	6	-2.7	0	-2
Cc1ccc(O)c(C2=Nc3ccccc3N=C(c3ccco3)C2)c1	0	4	-5	30*	-6	12	2	-50	-1.5	21	-10
CN(C)c1nc(SCc2ccccc2Cl)nc2c1CCCC2	-11	3	12	1	14	15	20	6	1.3	-4	-2
CC(=O)CCc1oc2ccc([N+](=O)[O-])cc2c1-c1ccc(C)o1	-9	-9	3	3	4	2	11	0	-0.8	2	-2
COc1ccc2c(c1)[C@H]1[C@H](CO2)[C@H](c2ccccc2)[C@]2(C)C(=O)Nc3cc(Cl)ccc3C(=O)N12	-1	-39	-14	-2	28	20	17	-15	2.0	18	-4
CCN1CCN(c2nc(N)c([N+](=O)[O-])c(Nc3cccc(C)c3)n2)CC1	4	-55	12	2	-49	-41	24	-30	-0.5	14	-4
CCN(C(=O)CSc1ncn[nH]1)c1cccc2ccccc12	-12	-2	3	2	-15	-4	4	-13	-0.6	-3	9
COc1cc([N+](=O)[O-])cc(/C=N/NC(=O)C(O)(c2ccccc2)c2ccccc2)c1O	12	-3	15	2	13	-8	12	1	0.2	9	-7
N#CC1=C(SCc2ccccc2)NC(=O)C(C#N)C12CCCC2 (stereo unspecified)	10	4	7	2	8	1	-18	-5	1.2	-10	0
C#CCn1cc(/C=N/NC(=O)c2cc3ccccc3o2)c2ccccc21	0	-2	-14	-1	0	-19	-66	14	-0.1	0	3
CCCCC(=O)Nc1ccc2c(c1)nc1n2CCN(CCOC)C1	-5	/	22	/	-10	1	11	-20	0.2	/	3
Cn1cc(Cl)c(C(=O)NNC(=S)Nc2cccc(Cl)c2)n1	5	4	-69	-1	-23	-15	-68	-39	2.2	0	10
Cc1ccc2ncc(S(=O)(=O)c3ccccc3)c(N3CCCCC3C)c2c1 (stereo unspecified)	4	-7	26	3	32	14	26	-19	1.3	/	-25
COc1ccc(C(=O)N2CCN(c3ccc([N+](=O)[O-])c(NCCc4ccc(OC)c(OC)c4)c3)CC2)cc1	40	33	30	-1	-5	75	9	24	-2.6	79*	12
O=C1CCC(C(=O)Nc2cccc(S(=O)(=O)N3CCOCC3)c2)N1 (stereo unspecified)	-8	-8	4	-2	6	3	12	-19	0.2	3	-17
Cc1ccc(O)c(NC(=O)c2ccccc2-c2ccccc2C(=O)O)c1	-8	18	5	4	5	8	10	12	-0.6	6	-1
O=C(CC(=O)Nc1ccc(F)cc1)Nc1ccc(F)cc1	-5	-4	-3	-3	7	3	11	-19	0.1	8	3
Cc1onc(-c2ccccc2Cl)c1C(=O)N1CCCCCC1	-11	-2	3	/	-11	4	2	4	0.2	-3	7
CN(C)c1ccc(N=Cc2nc(-c3ccccc3)oc2OC(=O)c2cccc(Cl)c2)cc1	-1	6	-232	1	0	-25	-108	-78	-2.1	-59	9
O=C(c1nnc(-c2ccccc2)o1)C1CC1	17	1	-12	6	2	-3	-19	-3	0.3	-13	-2

Profiles, quoted from the list:
`O=C1CCC(C(=O)Nc2cccc(S(=O)(=O)N3CCOCC3)c2)N1` (stereo unspecified) is listed with TRAIL sens C8: -8; LMP1 NFkB inh: -8; Peg3 promoter: 4; NR2E3 ag-1: -2; CF NFkB block: 6; Shn3 inh set2: 3; HIF-2a block: 12; NR2E3 ag-2: -19; iPSC survival up: 0.2; MITF TRPM1 inh: 3; KKLEB tox: -17
`O=C(c1nnc(-c2ccccc2)o1)C1CC1` is listed with TRAIL sens C8: 17; LMP1 NFkB inh: 1; Peg3 promoter: -12; NR2E3 ag-1: 6; CF NFkB block: 2; Shn3 inh set2: -3; HIF-2a block: -19; NR2E3 ag-2: -3; iPSC survival up: 0.3; MITF TRPM1 inh: -13; KKLEB tox: -2
`O=C(CC(=O)Nc1ccc(F)cc1)Nc1ccc(F)cc1` is listed with TRAIL sens C8: -5; LMP1 NFkB inh: -4; Peg3 promoter: -3; NR2E3 ag-1: -3; CF NFkB block: 7; Shn3 inh set2: 3; HIF-2a block: 11; NR2E3 ag-2: -19; iPSC survival up: 0.1; MITF TRPM1 inh: 8; KKLEB tox: 3

Structures from the list above that contain a nitro group on carbon, in the order listed:
SMILES	TRAIL sens C8	LMP1 NFkB inh	Peg3 promoter	NR2E3 ag-1	CF NFkB block	Shn3 inh set2	HIF-2a block	NR2E3 ag-2	iPSC survival up	MITF TRPM1 inh	KKLEB tox
CC(=O)CCc1oc2ccc([N+](=O)[O-])cc2c1-c1ccc(C)o1	-9	-9	3	3	4	2	11	0	-0.8	2	-2
CCN1CCN(c2nc(N)c([N+](=O)[O-])c(Nc3cccc(C)c3)n2)CC1	4	-55	12	2	-49	-41	24	-30	-0.5	14	-4
COc1cc([N+](=O)[O-])cc(/C=N/NC(=O)C(O)(c2ccccc2)c2ccccc2)c1O	12	-3	15	2	13	-8	12	1	0.2	9	-7
COc1ccc(C(=O)N2CCN(c3ccc([N+](=O)[O-])c(NCCc4ccc(OC)c(OC)c4)c3)CC2)cc1	40	33	30	-1	-5	75	9	24	-2.6	79*	12
